Screens: PubChem BioAssay, Sanford-Burnham Center for Chemical Genomics
MPTP block – inhibitors of mitochondrial permeability transition pore. isolated mouse mitochondria, Ca2+ swelling absorbance, 30 min. inhibition, % at 10 µM. hit rate 1.4% among 360,000;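 active = inhibition of 50% or more, scaled per plate between neutral and stimulator controls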;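 note: 0% = DMSO wells given calcium and 100% = 1 mM EGTA wells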
A3G deaminase – inhibitors of human APOBEC3G DNA deaminase; Q9HC16; recombinant A3G, ssDNA deamination FAM/TAMRA fluorescence; inhibition, % at 20 µM; hit rate 0.28% among 330,000; AID 493012;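 active = inhibition of at least 40% at 20 µM, with no more than 30% in the related APOBEC3A deaminase screen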;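 note: plate controls were DMSO wells with A3G for no effect and wells lacking A3G enzyme for full effect; some compounds called inactive have numbers as strong as hits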
Target sequence (Q9HC16 whole entry, looked up): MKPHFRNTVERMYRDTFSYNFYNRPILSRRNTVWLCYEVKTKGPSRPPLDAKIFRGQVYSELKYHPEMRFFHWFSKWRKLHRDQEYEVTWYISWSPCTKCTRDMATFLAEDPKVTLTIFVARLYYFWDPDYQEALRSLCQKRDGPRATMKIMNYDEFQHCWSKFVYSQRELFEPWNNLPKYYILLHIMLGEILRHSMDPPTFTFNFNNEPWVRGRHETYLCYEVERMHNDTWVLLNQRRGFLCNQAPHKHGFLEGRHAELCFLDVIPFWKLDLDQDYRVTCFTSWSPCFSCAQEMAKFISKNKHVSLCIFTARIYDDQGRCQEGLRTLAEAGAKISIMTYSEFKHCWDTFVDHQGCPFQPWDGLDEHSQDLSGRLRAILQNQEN
hIAP inh – blocks human intestinal alkaline phosphatase | P09923 | purified IAP, CDP-Star luminescence, 30 min | inhibition, % at 10 µM | hit rate 0.12% among 330,000;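 active = inhibition reaching a set limit with compound at 10 µM in the primary screen, cut at about 35% in these data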;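 note: plate controls were DMSO wells with enzyme for no effect and no-enzyme buffer wells for full effect; values of inactives mirror those of a sister screen read the other way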
APOBEC3A inh – human APOBEC3A DNA deaminase inhibition | inhibition, % at 20 µM | recombinant A3A, FAM/TAMRA ssDNA deamination fluorescence | P31941 | hit rate 0.41% among 330,000;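 active = at least 40% inhibition at 20 µM here, with at most 30% in a related deaminase screen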;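 note: plate controls were A3A with DMSO for no effect and wells lacking A3A enzyme for full effect; some results filed as inactive read as strong as hits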
Target sequence (P31941 whole entry, looked up): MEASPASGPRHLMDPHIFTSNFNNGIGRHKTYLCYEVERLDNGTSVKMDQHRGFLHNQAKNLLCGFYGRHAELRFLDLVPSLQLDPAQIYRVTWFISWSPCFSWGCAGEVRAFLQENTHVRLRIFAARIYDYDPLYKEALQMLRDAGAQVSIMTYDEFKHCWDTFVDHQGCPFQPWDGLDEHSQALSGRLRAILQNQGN
mIAP inh – mouse IAP inhibition. inhibition, % at 10 µM. AID 2806. hit rate 0.2% among 330,000. purified mouse IAP, CDP-Star luminescence, 30 min;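 active = inhibition of at least 40% at 10 µM in the primary screen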;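 note: plate controls were DMSO with enzyme for no effect and no enzyme wells for full effect; values of inactives mirror those of a sister screen read the other way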
hIAP act – increases human intestinal alkaline phosphatase activity. purified human IAP, CDP-Star luminescence, 30 min; stronger effect = higher value; 1 = vehicle-only enzyme, 0 = enzyme-free background. activation factor at 10 µM. hit rate 0.16% among 330,000;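 active = activation factor of the enzyme at least 2-fold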; note: the source names both 10 and 20 µM as test concentration; values of inactives mirror those of a sister screen read the other way
MIN6 prolif – MIN6 beta-cell proliferation induction; proliferation, % at 10 µM; MIN6 cells proliferation, ATPlite luminescence, 48 h; cells starved in 0.2% serum; 100% = growth in 10% serum; AID 2380; hit rate 0.29% among 330,000;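 active = compounds whose signal lies at least 3.5 SD above the mean of all wells on their plate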;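 note: 0% = DMSO-treated cells in low-serum medium and 100% = 10% serum control; some compounds called inactive have numbers as strong as hits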
ATG4B inhibitor – inhibitors of human ATG4B cysteine protease; Q9Y4P1; ATG4B cleavage of LC3-PLA2, NBD-HPC fluorescence, 1 h; inhibition, % at 8.33 µM; hit rate 0.51% among 340,000; in the data active = inhibition above about 40%
Target sequence (Q9Y4P1 whole entry, looked up): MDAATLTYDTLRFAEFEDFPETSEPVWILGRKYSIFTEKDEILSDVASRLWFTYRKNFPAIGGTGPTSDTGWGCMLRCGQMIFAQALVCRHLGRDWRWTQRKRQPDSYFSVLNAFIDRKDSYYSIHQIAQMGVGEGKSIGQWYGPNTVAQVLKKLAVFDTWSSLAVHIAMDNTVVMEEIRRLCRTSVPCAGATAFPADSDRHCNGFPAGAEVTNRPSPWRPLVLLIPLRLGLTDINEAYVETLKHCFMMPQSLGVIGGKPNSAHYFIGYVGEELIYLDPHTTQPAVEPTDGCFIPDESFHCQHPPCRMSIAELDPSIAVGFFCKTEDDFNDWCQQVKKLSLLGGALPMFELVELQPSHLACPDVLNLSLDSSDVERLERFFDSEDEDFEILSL
mIAP act – increases mouse intestinal alkaline phosphatase activity | muIAP, CDP-Star luminescence, 30 min; stronger effect = higher value; 1 = vehicle-only enzyme signal, 0 = enzyme-free wells | activation factor at 10 µM | hit rate 0.24% among 330,000 | AID 2805;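 active = activation factor of at least 2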; note: the source names both 10 and 20 µM as test concentration; values of inactives mirror those of a sister screen read the other way
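Assay system: mouse IAP enzyme / Compound: DMSO-dissolved test compounds / Timing: 30 min, room temperature / Measured by: luminescence from enzymatic CDP-Star hydrolysis / Control set: DMSO-only wells, enzyme-free buffer wells as negative control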
Numbers without * were called inactive.

SMILES	MPTP block	A3G deaminase	hIAP inh	APOBEC3A inh	mIAP inh	hIAP act	MIN6 prolif	ATG4B inhibitor	mIAP act
Cc1ccnc(NC(=O)CCC(=O)N(CC(=O)NCc2ccccc2)Cc2cccs2)c1	0.0	-5.5	-6.7	-0.3	-11.7	1.07	-1.6	-13.9	1.12
Cc1cc(C)c2c(=O)[nH]c(SCc3ccccc3)nc2n1	-1.0	-5.2	-3.5	0.0	4.8	1.03	-1.0	-7.1	0.952
C=C(C)CN(CC)C(=O)CN1C(=O)NC2(CCCc3ccccc32)C1=O (centres undefined)	-0.4	-8.8	-6.6	-2.2	2.4	1.07	5.9	2.8	0.976
COc1ccc(Cl)cc1NC(=S)Nc1ccccc1F	0.3	-8.7	-20.2	-1.6	2.0	1.2	-1.2	-0.3	0.98
COCCCN(CC(=O)O)S(=O)(=O)c1cccc(Cl)c1	-2.7	-7.9	-15.0	-2.3	1.0	1.15	-4.0	-1.3	0.99
CS(=O)(=O)Cc1ccc(C(=O)N2CCCC2c2cccs2)cc1 (centres undefined)	-1.0	-0.9	-11.0	-3.3	6.0	1.11	-2.5	0.3	0.94
CCNc1nnc(-c2ccncc2)s1	-3.4	-0.3	-17.2	1.0	-5.3	1.17	-1.0	-7.4	1.05
O=C(CCCn1cc([N+](=O)[O-])cn1)NC1CCCCCC1	11.3	-5.6	-1.2	3.8	-12.7	1.01	-1.9	5.7	1.13
Cc1onc(-c2ccccc2)c1-c1nnc(COC(=O)c2ccc(O)cc2)o1	-0.9	-6.2	7.0	-1.6	1.3	0.93	-1.4	-6.4	0.987
COc1ccc(CCNC(=O)c2ccc3c(=O)n4c(nc3c2)CCC4)cc1OC	-1.6	0.3	2.6	0.8	6.7	0.974	-4.4	-3.3	0.933
CC1CCCN(S(=O)(=O)c2coc(C(N)=O)c2)C1 (centres undefined)	-1.7	2.0	2.2	3.2	3.7	0.978	-0.1	6.2	0.963
CN(Cc1ccon1)C(=O)CC1C(=O)NCCN1Cc1ccccc1C(F)(F)F (centres undefined)	0.5	-0.3	18.3	-7.7	7.5	0.817	-1.3	-1.6	0.925
O=C(CSc1nnc(COc2ccc(Br)cc2)o1)NC1CCCCC1	0.5	-8.6	-5.0	-0.7	-2.1	1.05	-2.5	-1.3	1.02
C[C@@H](NC(=O)c1nc[nH]c1C(=O)NCC(=O)OC(C)(C)C)c1ccccc1	-0.7	-3.6	-29.7	0.8	3.7	1.3	1.1	-5.5	0.963
O=C(COC(=O)C1CC2C=CC1C2)Nc1cccc(S(=O)(=O)N2CCCCCC2)c1 (centres undefined)	65.1*	-6.5	1.1	-3.2	-10.3	0.989	0.0	5.1	1.1
O=S(=O)(/N=C(/c1ccccc1)N1CCCCC1)c1ccccc1	1.3	15.9	2.8	0.5	-8.4	0.972	0.0	-0.2	1.08
Cc1ccccc1NC(=O)CCC(=O)N/N=C/c1ccc(F)cc1	1.5	-10.6	-4.0	-4.6	-2.3	1.04	-0.8	1.9	1.02
Cc1cccc(NC(=S)N/N=C2\CC(C)(C)Oc3ccc(O)cc32)c1	13.7	0.7	2.9	-1.3	14.4	0.971	-5.8	3.4	0.856
CCN(CC)C1CCN(C(=O)c2ccc(OC3CCN(CCc4ccccc4)CC3)cc2)C1 (centres undefined)	2.4	-7.1	-7.6	-4.0	6.1	1.08	-0.6	1.7	0.939
COc1ccc(-c2nc(C(=O)NCCCN3CCOCC3)cc3c2[nH]c2ccccc23)cc1OC	1.1	23.6	-8.4	4.2	-11.1	1.08	-5.4	-45.7	1.11
COc1ccc(OC)c(NC(=S)NCc2cccnc2)c1	-0.2	-2.9	-4.4	-2.2	-10.0	1.04	-2.9	0.4	1.1
COc1ccc(CCNC(=O)Cn2c(=O)n(CCCC(=O)NCc3ccco3)c(=O)c3sccc32)cc1OC	1.0	-7.7	-18.1	-7.0	-11.9	1.18	0.1	2.8	1.12
COc1ccc(OCc2cc(C(=O)N[C@H]3CCCCNC3=O)no2)c(Cl)c1	-0.5	-10.7	-21.0	-3.6	-2.1	1.21	1.8	4.0	1.02
Cc1cc(OCC(=O)NCc2cccnc2)c2c(C)c(C)c(=O)oc2c1	-1.3	2.2	-26.0	2.1	-1.4	1.26	1.0	4.4	1.01
O=C1CC(SC2=NCCS2)C(=O)N1c1cccc(Cl)c1Cl (centres undefined)	0.7	-6.0	-14.6	-4.1	-4.5	1.15	0.0	-5.8	1.04
CCC(/C=N/Nc1ccc(S(=O)(=O)N2CCCC2)cc1[N+](=O)[O-])CC	1.7	-7.1	1.0	-1.0	-0.9	0.99	0.0	6.2	1.01
Cc1[nH]c(=S)c(C#N)c(C)c1CCC#N	1.0	64.6*	-3.7	-5.0	-6.6	1.04	2.0	6.6	1.07
COc1ccc(C(=O)COc2ccc3ccc(=O)oc3c2)cc1	1.6	-3.4	-28.3	5.2	0.3	1.28	-0.5	-10.7	0.997
O=C(CNC(=O)c1ccc(Br)o1)NNC(=O)c1n[nH]c(=O)c2ccccc12	-0.7	6.6	-36.1	2.8	24.7	1.36	-1.3	0.1	0.753
N#Cc1c(NC(=O)CSc2ncccn2)oc(-c2ccccc2)c1-c1ccccc1	3.3	4.8	-4.0	8.8	6.9	1.04	-2.3	7.8	0.931

Taken from the listing for reference:
SMILES	MPTP block	A3G deaminase	hIAP inh	APOBEC3A inh	mIAP inh	hIAP act	MIN6 prolif	ATG4B inhibitor	mIAP act
Cc1ccccc1NC(=O)CCC(=O)N/N=C/c1ccc(F)cc1	1.5	-10.6	-4.0	-4.6	-2.3	1.04	-0.8	1.9	1.02
Cc1cccc(NC(=S)N/N=C2\CC(C)(C)Oc3ccc(O)cc32)c1	13.7	0.7	2.9	-1.3	14.4	0.971	-5.8	3.4	0.856
CCN(CC)C1CCN(C(=O)c2ccc(OC3CCN(CCc4ccccc4)CC3)cc2)C1 (centres undefined)	2.4	-7.1	-7.6	-4.0	6.1	1.08	-0.6	1.7	0.939
COc1ccc(-c2nc(C(=O)NCCCN3CCOCC3)cc3c2[nH]c2ccccc23)cc1OC	1.1	23.6	-8.4	4.2	-11.1	1.08	-5.4	-45.7	1.11
COc1ccc(OC)c(NC(=S)NCc2cccnc2)c1	-0.2	-2.9	-4.4	-2.2	-10.0	1.04	-2.9	0.4	1.1
COc1ccc(CCNC(=O)Cn2c(=O)n(CCCC(=O)NCc3ccco3)c(=O)c3sccc32)cc1OC	1.0	-7.7	-18.1	-7.0	-11.9	1.18	0.1	2.8	1.12
COc1ccc(OCc2cc(C(=O)N[C@H]3CCCCNC3=O)no2)c(Cl)c1	-0.5	-10.7	-21.0	-3.6	-2.1	1.21	1.8	4.0	1.02
Cc1cc(OCC(=O)NCc2cccnc2)c2c(C)c(C)c(=O)oc2c1	-1.3	2.2	-26.0	2.1	-1.4	1.26	1.0	4.4	1.01
O=C1CC(SC2=NCCS2)C(=O)N1c1cccc(Cl)c1Cl (centres undefined)	0.7	-6.0	-14.6	-4.1	-4.5	1.15	0.0	-5.8	1.04
CCC(/C=N/Nc1ccc(S(=O)(=O)N2CCCC2)cc1[N+](=O)[O-])CC	1.7	-7.1	1.0	-1.0	-0.9	0.99	0.0	6.2	1.01
Cc1[nH]c(=S)c(C#N)c(C)c1CCC#N	1.0	64.6*	-3.7	-5.0	-6.6	1.04	2.0	6.6	1.07
COc1ccc(C(=O)COc2ccc3ccc(=O)oc3c2)cc1	1.6	-3.4	-28.3	5.2	0.3	1.28	-0.5	-10.7	0.997
O=C(CNC(=O)c1ccc(Br)o1)NNC(=O)c1n[nH]c(=O)c2ccccc12	-0.7	6.6	-36.1	2.8	24.7	1.36	-1.3	0.1	0.753
N#Cc1c(NC(=O)CSc2ncccn2)oc(-c2ccccc2)c1-c1ccccc1	3.3	4.8	-4.0	8.8	6.9	1.04	-2.3	7.8	0.931

(next part)
SMILES	MPTP block	A3G deaminase	hIAP inh	APOBEC3A inh	mIAP inh	hIAP act	MIN6 prolif	ATG4B inhibitor	mIAP act
C[C@@H](O)C1NC(=O)[C@H](CCCCN)NC(=O)c2cc([N+](=O)[O-])cc(F)c2NCCCC[C@@H](C(N)=O)NC1=O (some centres undefined)	-2.5	-3.4	20.8	0.3	3.1	0.792	9.7*	-4.3	0.969
Cn1cc(SCC(=O)O)c2ccccc21	-2.0	0.5	-5.9	-0.7	-12.5	1.06	3.6	1.5	1.12
CC1(C)COCN1C(=O)c1ccc(Cl)c(Cl)c1	1.8	-2.1	-3.3	-1.2	-2.4	1.03	-2.1	-4.8	1.02
CCC(=O)n1nc(-c2cccnc2)nc1NCc1ccc(F)cc1	1.6	-11.1	-2.1	-0.8	5.4	1.02	-0.7	-7.5	0.946
O=C(CNC(=O)c1ccc(Cl)cc1Cl)OCc1nc2ccccc2s1	-0.6	-5.7	-1.5	-5.3	0.5	1.01	-4.4	4.8	0.995
NC(=O)CC(NC(=O)c1cccc(Br)c1)c1ccc(NCC2CC2)c([N+](=O)[O-])c1 (centres undefined)	-2.4	3.7	3.3	1.7	7.7	0.967	-4.9	-2.5	0.923
CC(C)(O)C#Cc1ccc(C(=O)NC(CCCNC(N)=O)C(=O)O)s1 (centres undefined)	-0.1	-4.6	5.3	-2.2	5.8	0.947	-2.0	-5.0	0.942
Cc1cc(C)c2c(c1)cc(C)c1nnc(SCC(=O)Nc3ccccc3N3CCOCC3)n12	3.0	-8.9	-3.9	-3.1	1.6	1.04	4.0	-15.8	0.984
O=C(O)CC(Cn1[nH]nnc1=S)c1ccccc1 (centres undefined)	-1.7	-7.6	12.0	-0.5	5.4	0.88	-1.4	-2.2	0.946
Cc1ccc(NC(=S)NCCC2=CCCCC2)cc1	-0.2	-1.0	-6.0	1.2	-27.2	1.06	-5.6	8.7	1.27
O=C(Cc1ccc([N+](=O)[O-])cc1)NCc1ccc2c(c1)OCO2	-0.3	-6.2	-13.1	1.7	-7.6	1.13	0.0	-6.1	1.08
CC(NC(=O)c1cccs1)C(c1cccs1)N1CCN(c2ccccc2)CC1 (centres undefined)	-0.4	10.2	4.9	-3.3	6.6	0.951	1.1	4.2	0.934
C=C(C)Cn1c(-c2ccc(OC)cc2)nc2ccccc21	2.2	-3.0	10.7	0.1	-9.2	0.893	-0.4	21.0	1.09
Cc1cnc(NC(=O)c2cc3c(s2)CCCC3)s1	1.5	-0.8	8.9	-0.4	9.3	0.911	-3.7	1.7	0.907
O=C(CCCN1C(=O)c2ccccc2C1=O)N1CCCCC1	-0.6	-4.4	-12.8	-0.8	-4.8	1.13	-1.9	-3.9	1.05
CC(C)(C)c1ccc(CN2N=C(/C=C/c3ccccc3)CCC2=O)cc1	2.1	-4.7	3.1	6.5	7.5	0.969	-5.6	-3.3	0.925
